p47phox inh = p47phox (human) inhibition; P14598; p47phox/p22phox peptide binding, fluorescence polarization, 2 h; inhibition, % at 24.7 µM; 220,000 compounds, 0.53% hits; AID 1274;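 active = inhibition above about 30%, limit read from the data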;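 also: 0% = p47phox with labelled peptide and 100% = labelled peptide alone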
Target sequence (P14598 whole entry, looked up): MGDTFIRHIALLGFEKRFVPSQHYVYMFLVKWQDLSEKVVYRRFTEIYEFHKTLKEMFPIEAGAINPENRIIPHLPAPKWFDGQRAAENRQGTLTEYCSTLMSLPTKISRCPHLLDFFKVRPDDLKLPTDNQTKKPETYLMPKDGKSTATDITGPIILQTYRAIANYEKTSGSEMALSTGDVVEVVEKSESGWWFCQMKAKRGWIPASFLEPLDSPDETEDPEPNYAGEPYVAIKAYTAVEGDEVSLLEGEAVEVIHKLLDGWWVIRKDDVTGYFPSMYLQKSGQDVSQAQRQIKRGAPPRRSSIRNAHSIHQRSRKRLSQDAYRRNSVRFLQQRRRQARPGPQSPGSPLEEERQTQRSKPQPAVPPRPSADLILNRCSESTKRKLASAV
L929 necroptosis = blocks zVAD induced death of L929 cells; L929 zVAD necroptosis rescue, ATP luminescence, 24 h; with zVAD 60 µM; viability rescue, % at 10 µM; 220,000 compounds, 0.38% hits; AID 1377;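 active = activation, scaled between plate controls, above about 75%, limit read from the data; inactive = activation under that limit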;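 also: 0% = zVAD with DMSO and 100% = DMSO alone without zVAD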
Runt-CBFb FRET = Runt domain-CBFb interaction inhibition | Q01196+Q13951 | Cerulean-Runt/Venus-CBFb FRET ratio 530/480, 1 h | inhibition, % at 20 µM | 220,000 compounds, 0.46% hits;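 active = inhibition over about 50% at 20 µM in the single-dose screen, limit read from the data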;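 also: 0% = DMSO wells and 100% = excess unlabeled CBFb competitor control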
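test system = Cerulean-tagged RUNX1 Runt domain (FRET donor) fusion protein | reagent = Venus-CBFb binding partner, 100 nM | incubation = protein complex preformed 1 h, compound exposure 1 h, room temperature, dark | detection = FRET fluorescence | read-out basis = loss of energy transfer signal | controls = 5 µM unlabeled CBFb as full-inhibition high control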
14-3-3 Bad PPI = disrupts binding of bovine 14-3-3 zeta to phospho-Bad peptide | inhibition, % at 21.7 µM | 220,000 compounds, 0.71% hits | TR-FRET 14-3-3zeta/Dy647-pBad peptide displacement, 1 h | AID 781 | P63103;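 active = inhibition above about 70%, limit read from the data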;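 also: 0% = full 14-3-3 plus peptide FRET controls and 100% = background without 14-3-3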
EBV gp42 block = blocks Epstein-Barr virus glycoprotein 42 binding | 220,000 compounds, 0.42% hits | Q1HVG2 | inhibition, % (tested at 21.74 µM) | AID 1085 | Fluorescence polarization binding assay, mP read-out; in the data active = inhibition above about 50%
Runt-SMMHC FRET = inhibitors of human RUNX1 Runt domain binding to CBFb-SMMHC. Q01196+Q13951. Cerulean-Runt/Venus-CBFb-SMMHC FRET ratio 530/480, 1 h. inhibition, % at 20 µM. 220,000 compounds, 0.74% hits. AID 1434;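 active = mean inhibition across duplicate retests at 20 µM reaching about 50%, limit read from the data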;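 also: 0% = DMSO wells and 100% = wells with excess untagged CBFb-SMMHC; inhibitors lower the FRET ratio by blocking Runt binding to CBFb-SMMHC; some results filed as inactive read as strong as hits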
Tb hexokinase = T. brucei hexokinase 1 inhibition. recombinant TbHK1, G6PDH-coupled NADH A340. inhibition, % at 10 µM. 220,000 compounds, 0.11% hits. AID 1430;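 active = inhibition of 50% or more in the single-dose primary screen; inactive = inhibition below 50%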
Hck Nef HTS = human Hck-Nef kinase inhibition | AID 463187 | Recombinant Hck-YEEI plus Nef, Z-Lyte FRET kinase assay | 220,000 compounds, 0.68% hits | inhibition, % at 20 µM | P08631;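 active = Hck-Nef kinase inhibition above about 50%, limit read from the data; inactive = inhibition below that limit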;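 also: 0% = DMSO with Hck plus Nef and 100% = Hck alone without Nef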
Mdm2 ligase inh = blocks human Mdm2 ubiquitin ligase activity | cell-based MDM2 ubiquitination luciferase reporter, 2 h; 0 = plate control, 100 = twice control, blank-subtracted | signal enhancement, % at 5 µM | 210,000 compounds, 0.11% hits;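 active = signal enhancement of 30% or more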;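 also: luminescence tracks abundance of the self-degrading MDM2-luciferase fusion protein; higher signal means inhibition of MDM2 E3 ligase activity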
Target sequence (Q00987 whole entry, looked up, the tested form may be a part): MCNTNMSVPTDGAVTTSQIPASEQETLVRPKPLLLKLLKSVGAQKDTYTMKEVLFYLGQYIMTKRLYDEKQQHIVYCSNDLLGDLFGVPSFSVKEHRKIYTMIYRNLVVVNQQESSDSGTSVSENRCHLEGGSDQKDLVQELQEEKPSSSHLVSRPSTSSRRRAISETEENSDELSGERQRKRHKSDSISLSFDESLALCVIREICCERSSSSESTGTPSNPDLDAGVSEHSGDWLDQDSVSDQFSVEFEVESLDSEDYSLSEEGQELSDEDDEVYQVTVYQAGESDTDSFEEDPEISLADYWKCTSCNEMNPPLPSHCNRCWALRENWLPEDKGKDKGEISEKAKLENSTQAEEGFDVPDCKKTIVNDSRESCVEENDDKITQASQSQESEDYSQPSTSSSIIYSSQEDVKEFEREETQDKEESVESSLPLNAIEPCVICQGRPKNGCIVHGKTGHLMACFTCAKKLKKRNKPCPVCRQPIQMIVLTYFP
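Timing – 2 h compound exposure at 37 °C · Assay system – mammalian cells stably expressing self-ubiquitinating, self-degrading MDM2 E3–luciferase fusion · Amount – 2000 cells seeded into each well · Measure – % luminescence enhancement versus blank-corrected plate control mean · Measured by – SteadyLite luminescence, 15 min reagent step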
Numbers without * were called inactive; x = not tested or not shown; [ ] = remark or other dose.

Start of the data: the first five records, to show the layout:
SMILES	p47phox inh	L929 necroptosis	Runt-CBFb FRET	14-3-3 Bad PPI	EBV gp42 block	Runt-SMMHC FRET	Tb hexokinase	Hck Nef HTS	Mdm2 ligase inh
O=C(CSc1nc(-c2ccco2)cc(C(F)(F)F)n1)Nc1ccc(C(=O)N2CCOCC2)cc1	-2	1.2	0	-5	-15	-3	-27	9	4
CSc1nsc(SCc2ccc(Cl)cc2)n1	-8	-0.1	-3	-6	-7	-1	-4	-1	-6
O=C(COC(=O)c1ccccc1SCC(=O)NC1CCS(=O)(=O)C1)NC1CCS(=O)(=O)C1 (stereo not given)	-6	2.1	0	-6	-15	-3	-3	-13	-12
CC(C)(CO)NC(=O)Nc1ccc(Cl)c(Cl)c1	-4	-1.9	1	2	-30	0	-3	18	-2
Cc1cc(OCc2ccc(C(=O)n3cccn3)o2)ccc1Cl	-9	-0.1	1	-3[fluorescence artefact?]	-2	-12	-6	1	0

This part in full (from the top)
SMILES	p47phox inh	L929 necroptosis	Runt-CBFb FRET	14-3-3 Bad PPI	EBV gp42 block	Runt-SMMHC FRET	Tb hexokinase	Hck Nef HTS	Mdm2 ligase inh
O=C(CSc1nc(-c2ccco2)cc(C(F)(F)F)n1)Nc1ccc(C(=O)N2CCOCC2)cc1	-2	1.2	0	-5	-15	-3	-27	9	4
CSc1nsc(SCc2ccc(Cl)cc2)n1	-8	-0.1	-3	-6	-7	-1	-4	-1	-6
O=C(COC(=O)c1ccccc1SCC(=O)NC1CCS(=O)(=O)C1)NC1CCS(=O)(=O)C1 (stereo not given)	-6	2.1	0	-6	-15	-3	-3	-13	-12
CC(C)(CO)NC(=O)Nc1ccc(Cl)c(Cl)c1	-4	-1.9	1	2	-30	0	-3	18	-2
Cc1cc(OCc2ccc(C(=O)n3cccn3)o2)ccc1Cl	-9	-0.1	1	-3[fluorescence artefact?]	-2	-12	-6	1	0
COc1cccc(CN2C(=O)Nc3ccccc3C(=O)N2C(C)(C)C)c1	-11	-1.1	2	-5[fluorescence artefact?]	-7	-4	-3	0	-15
N#Cc1ccc(OCC(=O)n2cc(C(=O)c3cc(Cl)cc(Cl)c3O)cn2)cc1	-94	0.2	-7	2	-7	-29	6	14	x
CC(=O)c1cc(NC(=O)c2ccccc2)c(=O)oc1C	-6	1.4	7	-2	-4	142	-9	1	8
CCS(=O)(=O)c1nc2ccccc2n1CC(=O)N1CCOCC1	-5	-0.3	0	-14	-16	-4	-2	1	-3
Nc1[nH]c(N=NC(=O)c2ccc(Cl)cc2)c2ccccc12	-12	1.1	1	-7	2	-5	-31	0	-10
C/C(=N\Nc1ccc(C(=O)O)cc1)c1ccc2c(c1)Nc1ccccc1S2	-18	3.5	13	10	-2	-126	-43	-25	-23
COc1ccc(Cl)cc1NC(=O)C1CCCO1 (stereo not given)	-9	0.4	-2	-7[fluorescence artefact?]	4	3	-1	6	-10
Cn1cc(Br)c(C(=O)N2CCN(c3cccc(Cl)c3)CC2)n1	-12	0.4	-2	-2[fluorescence artefact?]	-19	6	0	-1	5
COc1ccc(N2CCN(CCCNS(=O)(=O)c3c(C)noc3/C=C/N(C)C)CC2)cc1	-10	-0.8	-1	1[fluorescence artefact?]	0	4	-65	23	-1
Cc1ccc(-c2cccc(C(=O)NCc3ccccc3)n2)c2ccccc12	1	0.1	-2	1[fluorescence artefact?]	-5	1	7	-9	x
COC(=O)c1cc(=O)n(CCc2ccccc2F)c(=Nc2ccc(F)c(Cl)c2)s1	-10	-0.6	-2	1	-6	-1	0	3	7
O=C(NC1(C(F)(F)F)NC(=O)N(Cc2cccnc2)C1=O)c1ccncc1 (stereo not given)	-7	0.6	2	0	5	1	-5	-1	-10
Cc1ccccc1NC(=O)Cn1c(C)nc2ccc(N)cc2c1=O	-9	0.1	0	0	-21	0	-15	4	-13
CC(=O)N1CCN(C(=O)CSc2nc3c(cnn3-c3ccccc3)c(=O)[nH]2)CC1	-14	-0.4	3	5	-1	-3	-10	4	-8
Cc1cc(C)c(C#N)c(Nc2ccccc2)n1	3	1.3	-1	3	3	4	-16	6	6
COc1ccc(Cl)cc1Nc1ncnc2sc(C)c(S(=O)(=O)N3CCC(C)CC3)c12	-8	0.5	-1	-11[fluorescence artefact?]	-12	0	2	5	5
COc1ccccc1NC(=O)c1ccc(NS(C)(=O)=O)cc1	-12	-0.1	-1	-1[fluorescence artefact?]	-2	2	-3	1	12
COc1ccc(-c2noc(CSc3nnc(-c4ccccc4)n3C)n2)cc1	-9	-0.4	3	-5	-15	1	5	9	-14
CCOc1ccc2[nH]cc(C(=O)N3CCN(CC)CC3)c(=O)c2c1	0	0.1	-2	-1	-11	-2	-14	0	-11
Cn1nnnc1SCC(=O)Nc1cc(C(=O)O)cc(C(=O)O)c1	-1	-1.0	-2	10[fluorescence artefact?]	-5	-1	-10	10	-11
CCC(C)N1C(=O)S/C(=C/c2ccc(N3CCOCC3)cc2C)C1=O (stereo not given)	-8	1.5	-12	-12[fluorescence artefact?]	-23	-20	-7	1	-6
CCCN(CC1CC1)C(=O)COC(=O)c1[nH]c(C)c(C(=O)OCC)c1C	3	0.3	0	6	-20	0	1	7	-21
CN(C)C(CNc1ncnc2sc3c(c12)CCCC3)c1ccco1 (stereo not given)	-19	-1.0	-1	5	4	-3	-2	7	-15
Cc1cccc(-c2nc(CN3CCCC(C(=O)NC4CCC(C)CC4)C3)c(C)o2)c1 (stereo not given)	-9	1.3	-3	-4	-9	-11	-5	-1	-14
CC1=C(C(=O)Nc2ccc(Cl)cc2)C(c2ccco2)NC(=O)N1 (stereo not given)	-1	1.6	0	-3	4	-2	37	0	-23
CNC(=O)Oc1ccc2c(c1)[C@]1(C)CCN(C)[C@@H]1N2C	-3	2.3	-3	4	3	-4	-4	-5	x
O=C(Cn1c(CN2CCCCC2)nc2ccccc2c1=O)Nc1ccccc1	-15	1.2	2	4	-13	2	-3	-1	4
CCOC(=O)Cc1csc(NC(=O)Cc2ccc([N+](=O)[O-])cc2)n1	3	-0.2	-2	-12[fluorescence artefact?]	4	5	-1	-2	-12
c1ccc(OCc2nc3ccccc3[nH]2)cc1	-9	-0.5	1	-6	3	-1	0	7	-13
CCOC(=O)C1CCCN(C(=O)c2cn(CC)c(=O)c3cc(OC)c(OC)cc23)C1 (stereo not given)	3	-0.9	0	-1	-16	-6	-8	1	-1
O=C(C1=C[C@H](c2coc3ccccc3c2=O)C[C@H](OCCCCO)O1)N1CCN(Cc2ccccc2)CC1	x	-0.8	-2	-2	-7	2	-9	9	x
Clc1ccc(C(c2nnnn2C2CCCC2)N2CCSCC2)cc1 (stereo not given)	-4	0.1	-2	5	-9	2	2	-1	-15
COc1ccc(OCC(=O)N2CCN(S(=O)(=O)c3ccccc3[N+](=O)[O-])CC2)cc1	9	-0.1	2	0	1	2	-5	-9	-15
COc1ccc(NC(=O)c2c(F)cccc2F)cc1S(=O)(=O)Nc1ccc(Br)cc1	-30	0.7	-1	9	-9	6	2	-46	-2
C/C(=N\O)c1c(O)cc(-c2ccccc2)n(-c2ccccc2)c1=O	-10	1.4	-1	-3	-3	2	-9	-2	-12
O=C(NC1CCCC1)C(c1ccc(Cl)cc1)N1CCc2ccccc21 (stereo not given)	-17	0.6	1	-3	-6	2	6	0	-6
O=C(O)C1CCC(Cn2c(SCc3cc(=O)n4cc(Br)ccc4n3)nc3ccsc3c2=O)CC1 (stereo not given)	-7	0.3	-5	-3	-10	-6	4	-20	-6
COc1ccc(N(C(=O)CCl)C(C)(C(=O)Nc2c(C)cccc2C)c2ccccn2)cc1 (stereo not given)	-7	0.4	-12	-3[fluorescence artefact?]	-17	-19	0	2	5
Cc1ccsc1C1NC(=O)c2c(sc3c2CCN(C)C3)N1 (stereo not given)	-22	3.0	106*	-5[fluorescence artefact?]	-6	73*	-18	5	-8
NC(=O)C1CCN(S(=O)(=O)c2ccc3c(c2)OCCO3)CC1	-5	-0.1	1	6	-5	0	-10	11	-6
O=S(=O)(Cc1cc(Sc2ccc(Cl)cc2)nc(-c2ccccc2)n1)c1ccccc1	0	1.8	4	1	-12	4	-3	-1	-16
COc1ccc(OC)c(NC(=O)c2cnc3n(c2=O)CCS3)c1	-13	0.8	3	6[fluorescence artefact?]	1	-4	-30	2	-3
COc1ccc(C(=O)NCc2cccs2)cc1S(=O)(=O)N1CCOCC1	-2	0.4	2	-2	-5	2	-6	24	0

Of the compounds above, these have two or more sulfur atoms.
SMILES	p47phox inh	L929 necroptosis	Runt-CBFb FRET	14-3-3 Bad PPI	EBV gp42 block	Runt-SMMHC FRET	Tb hexokinase	Hck Nef HTS	Mdm2 ligase inh
CSc1nsc(SCc2ccc(Cl)cc2)n1	-8	-0.1	-3	-6	-7	-1	-4	-1	-6
O=C(COC(=O)c1ccccc1SCC(=O)NC1CCS(=O)(=O)C1)NC1CCS(=O)(=O)C1 (stereo not given)	-6	2.1	0	-6	-15	-3	-3	-13	-12
COc1ccc(Cl)cc1Nc1ncnc2sc(C)c(S(=O)(=O)N3CCC(C)CC3)c12	-8	0.5	-1	-11[fluorescence artefact?]	-12	0	2	5	5
O=C(O)C1CCC(Cn2c(SCc3cc(=O)n4cc(Br)ccc4n3)nc3ccsc3c2=O)CC1 (stereo not given)	-7	0.3	-5	-3	-10	-6	4	-20	-6
Cc1ccsc1C1NC(=O)c2c(sc3c2CCN(C)C3)N1 (stereo not given)	-22	3.0	106*	-5[fluorescence artefact?]	-6	73*	-18	5	-8
O=S(=O)(Cc1cc(Sc2ccc(Cl)cc2)nc(-c2ccccc2)n1)c1ccccc1	0	1.8	4	1	-12	4	-3	-1	-16
COc1ccc(C(=O)NCc2cccs2)cc1S(=O)(=O)N1CCOCC1	-2	0.4	2	-2	-5	2	-6	24	0
